High-throughput results (PubChem)
MC4R antagonist – blocks human MC4R cAMP signaling | AID 540295 | 0.48% of 360,000 active | MC4R-expressing cells, MTII-stimulated cAMP, LANCE TR-FRET | inhibition, % at 6.5 µM | P32245;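 active = inhibition above its plate's cutoff, the mean of tested wells on that plate plus 3 SD, cut at about 29% in these data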;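 note: 0% = Melanotan II alone and 100% = Melanotan II plus saturating MCL0020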
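System: U2OS-MC4R stable cell line; Technique: Eu-cAMP/anti-cAMP TR-FRET, emission 671 nm; Repeats: single well per compound; Also added: Melanotan II; Dosing: one concentration, 6.5 µM nominal; Schedule: 30-min compound, 1-h challenge, 1-h detection, room temperature.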
PDI inh – PDI (human) enzyme inhibition; inhibition, % at 10 µM; PDI insulin aggregation turbidity, A650, 90 min; 0.052% of 350,000 active; P07237;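 active = mean inhibition across replicates of 30% or more, whatever share of single replicates reach that level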;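 note: absorbance from insulin aggregation driven by PDI reduction with DTT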
Target sequence (P07237 whole entry, looked up): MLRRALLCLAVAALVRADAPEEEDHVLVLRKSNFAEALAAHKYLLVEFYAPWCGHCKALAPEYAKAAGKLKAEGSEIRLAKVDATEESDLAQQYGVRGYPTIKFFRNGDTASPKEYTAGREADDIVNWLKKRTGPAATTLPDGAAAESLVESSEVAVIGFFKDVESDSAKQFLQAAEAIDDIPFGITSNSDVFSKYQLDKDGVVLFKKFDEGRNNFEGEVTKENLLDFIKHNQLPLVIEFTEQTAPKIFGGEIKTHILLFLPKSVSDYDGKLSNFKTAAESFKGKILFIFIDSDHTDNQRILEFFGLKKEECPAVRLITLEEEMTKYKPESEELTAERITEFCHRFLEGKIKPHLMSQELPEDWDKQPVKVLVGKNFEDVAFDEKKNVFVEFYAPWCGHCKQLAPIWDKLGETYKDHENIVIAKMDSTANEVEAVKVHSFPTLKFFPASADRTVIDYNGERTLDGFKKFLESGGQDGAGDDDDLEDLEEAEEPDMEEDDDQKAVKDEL
Granule exo inh – blocks lytic granule exocytosis; TALL-104 LAMP-1 surface exposure, flow cytometry; cells stimulated with thapsigargin and PMA; inhibition, % at 10 µM; 0.66% of 360,000 active; AID 651702;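 active = inhibition above about 55%, limit read from the data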
CaV13 ICDI inh – Disruptors of the CACNA1D IQ motif to Ca2+-dependent inactivation inhibitor domain association, primary screening, Förster resonance energy transfer in intact living …. HEK cells, CFP/YFP FRET ICDI-IQ, plate reader, 10 min; percent FRET-ratio fall versus neutral wells. inhibition, % at 12.3 µM. 0.098% of 340,000 active. AID 743397;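 active = mean replicate inhibition of at least 30% and at least 1% of replicates passing that level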;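 note: 0% = median of the neutral control wells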
ABCB6 inh 2 – inhibitors of human ABC transporter ABCB6 | fluorescence ratio to DMSO, % at 10 µM | 0.19% of 360,000 active | Q9NP58 | K562-ABCB6 porphyrin accumulation, flow cytometry, 1 h; stronger effect = lower value;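 active = fluorescence ratio to DMSO below 75%, the collection mean minus 3 SD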;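 note: signal is porphyrin accumulated inside mitochondria; 100% equals median channel fluorescence of DMSO control wells; lower ratio means ABCB6 inhibition with less porphyrin fluorescence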
ABHD5 PLIN5 PPI – blocks binding of human ABHD5 to perilipin-5. Q00G26+Q8WTS1. Split G. princeps luciferase complementation, luminescence, 4 h. inhibition, % at 4 µM. 0.78% of 360,000 active;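 active = inhibition above the mean inhibition across every tested compound plus 3 SD, cut at about 22% in these data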;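 note: 0% = DMSO only wells and the 100% control is not disclosed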
HTR2A ag – activates the mouse 5-HT2A serotonin receptor | 0.66% of 360,000 active | CHO-K1 mHTR2A beta-arrestin complementation, luminescence; percent of 30 µM serotonin response | activation, % at 7.6 µM | P35363;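 active = activation above a run cutoff, the mean activation of all tested compounds plus 3 SD, cut at about 14% in these data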;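 note: 0% = plate median of compound wells and 100% = 30 µM serotonin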
Target sequence (P35363 whole entry, looked up): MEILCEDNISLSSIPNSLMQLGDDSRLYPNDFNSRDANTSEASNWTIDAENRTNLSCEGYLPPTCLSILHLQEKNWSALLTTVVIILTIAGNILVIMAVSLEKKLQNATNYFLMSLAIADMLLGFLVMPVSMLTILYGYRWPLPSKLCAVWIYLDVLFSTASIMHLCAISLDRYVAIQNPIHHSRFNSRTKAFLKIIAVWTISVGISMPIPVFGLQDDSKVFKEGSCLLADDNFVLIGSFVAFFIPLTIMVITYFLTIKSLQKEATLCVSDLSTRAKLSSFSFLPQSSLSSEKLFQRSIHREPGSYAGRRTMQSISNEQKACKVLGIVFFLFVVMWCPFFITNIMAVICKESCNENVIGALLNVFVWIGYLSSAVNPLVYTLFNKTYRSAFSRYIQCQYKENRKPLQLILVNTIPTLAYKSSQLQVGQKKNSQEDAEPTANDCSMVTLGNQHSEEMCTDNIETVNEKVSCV
Cardio protect – protects H9c2 cardiomyocytes from peroxide injury | H2O2 injury protection, ATPLite, 2 h | 0.63% of 360,000 active | protection from H2O2 cell death, % at 20 µM | AID 588492;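 active = compounds giving at least 50% protection of heart cells from peroxide-induced death in the single-dose screen, raw or plate-pattern-corrected value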;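 note: 0% = DMSO wells with peroxide and 100% = DMSO wells without peroxide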
N-glyco inh – N-linked glycosylation inhibition; D54 ERlucT glycosylation luciferase reporter, 24 h; percent of 100 nM tunicamycin response; reporter increase, % at 12.5 µM; 0.23% of 360,000 active;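 active = mean luciferase reporter signal, scaled so untreated is 0 and the glycosylation-blocking control 100, at or above a set limit in every replicate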;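 note: luciferase carries N-glycosylation sites so blocking glycosylation raises the light; 0% = median of neutral control wells and 100% = median of 100 nM tunicamycin wells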
MC4R ag barr – activates human MC4R beta-arrestin recruitment. P32245. U2OS MC4R beta-arrestin complementation, luminescence; percent of melanotan II response, DMSO zero. activation, % at 8.9 µM. 0.98% of 360,000 active. AID 540308;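 active = activation above a per-plate cutoff, the mean activation of sample wells on that plate plus 3 SD, cut at about 8% in these data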
Numbers without * were called inactive.

What do the screens show for `CCn1c(CCCOc2ccc(Cl)cc2Cl)nnc1SCC(=O)Nc1cc(F)ccc1C`?
MC4R antagonist: 1.0; PDI inh: -0.3; Granule exo inh: -1.9; ABCB6 inh 2: 100.0; ABHD5 PLIN5 PPI: 10.8; HTR2A ag: 2.1; Cardio protect: -16.3; N-glyco inh: -1.8; MC4R ag barr: 2.4

How did Cc1cc(C)n2nc(CNS(=O)(=O)c3ccc(F)cc3)nc2n1 do in these assays?
MC4R antagonist: 2.5; Granule exo inh: -3.7; CaV13 ICDI inh: -6.2; ABCB6 inh 2: 104.0; ABHD5 PLIN5 PPI: 4.2; HTR2A ag: -5.8; Cardio protect: 1.7; N-glyco inh: 1.4; MC4R ag barr: -0.2

What do the screens show for `COCCN(C(=O)c1cc(OC)c(OC)c(OC)c1)c1c(N)n(Cc2ccccc2)c(=O)[nH]c1=O`?
MC4R antagonist: 2.1; PDI inh: 1.0; Granule exo inh: 9.9; CaV13 ICDI inh: -1.3; ABCB6 inh 2: 99.0; ABHD5 PLIN5 PPI: 6.8; HTR2A ag: -0.7; Cardio protect: 4.0; N-glyco inh: 2.2; MC4R ag barr: -1.1

Results for CC(C)(C)c1ccc(-c2nc3[nH]c(=O)cc(NC(=O)c4ccco4)n3n2)cc1 ?
MC4R antagonist: 3.0; PDI inh: 0.0; Granule exo inh: 2.5; CaV13 ICDI inh: -4.3; ABCB6 inh 2: 110.0; ABHD5 PLIN5 PPI: 5.2; HTR2A ag: -5.5; Cardio protect: -13.8; N-glyco inh: 0.1; MC4R ag barr: -3.0

What do the screens show for `O=C(CSc1ncn[nH]1)N1c2ccccc2Sc2ccccc21`?
MC4R antagonist: 21.8; PDI inh: -2.7; Granule exo inh: -0.8; CaV13 ICDI inh: -5.3; ABCB6 inh 2: 99.0; ABHD5 PLIN5 PPI: 2.3; HTR2A ag: 1.2; Cardio protect: 5.3; N-glyco inh: -0.4; MC4R ag barr: 0.7

What do the screens show for `CC(C)c1ccc(C(=O)N2CCN(c3cnn(C)c(=O)c3Cl)CC2)cc1`?
MC4R antagonist: 4.9; PDI inh: 0.2; Granule exo inh: -0.3; CaV13 ICDI inh: -2.6; ABCB6 inh 2: 94.0; ABHD5 PLIN5 PPI: -2.1; HTR2A ag: -1.2; Cardio protect: 2.3; N-glyco inh: 0.4; MC4R ag barr: -0.4

How did CCSc1nc(-c2ccccc2)nc(C(Cl)Cl)n1 do in these assays?
MC4R antagonist: -4.2; PDI inh: -4.2; Granule exo inh: 2.3; CaV13 ICDI inh: -5.1; ABCB6 inh 2: 99.0; ABHD5 PLIN5 PPI: -0.8; HTR2A ag: -4.3; Cardio protect: -3.6; N-glyco inh: -13.4; MC4R ag barr: 3.5

Results for Cc1cc(=O)oc2cc(NC(=O)c3ccc(OC(F)F)cc3)ccc12 ?
MC4R antagonist: 10.8; PDI inh: 10.6; Granule exo inh: -18.3; CaV13 ICDI inh: -4.5; ABCB6 inh 2: 99.0; ABHD5 PLIN5 PPI: -4.3; HTR2A ag: -5.5; Cardio protect: -10.7; N-glyco inh: -4.1; MC4R ag barr: 6.5

Results for CC(=O)c1ccc(N2CCCCCC2)c(F)c1 ?
MC4R antagonist: -3.0; PDI inh: 14.8; Granule exo inh: 0.1; CaV13 ICDI inh: -4.8; ABCB6 inh 2: 98.0; ABHD5 PLIN5 PPI: -2.2; HTR2A ag: 2.1; Cardio protect: -23.2; N-glyco inh: 1.5; MC4R ag barr: 3.6

Results for CCC(C)(C)n1nnnc1C(c1ccc(F)cc1)N1CCN(C(=O)c2ccco2)CC1 (configuration not stated) ?
MC4R antagonist: 4.9; PDI inh: 8.5; Granule exo inh: 5.5; CaV13 ICDI inh: -7.2; ABCB6 inh 2: 95.0; ABHD5 PLIN5 PPI: 6.5; HTR2A ag: -0.7; Cardio protect: 1.9; N-glyco inh: 0.7; MC4R ag barr: -1.1

Results for COCCN1CC(C(=O)NCc2ncccc2C)CCC1=O (configuration not stated) ?
MC4R antagonist: 1.7; PDI inh: -0.7; Granule exo inh: 0.1; CaV13 ICDI inh: -3.0; ABCB6 inh 2: 94.0; ABHD5 PLIN5 PPI: 2.0; HTR2A ag: 1.5; Cardio protect: -3.4; N-glyco inh: -0.2; MC4R ag barr: -2.0

Results for COc1ccc(-c2cc(C(=O)OCC(=O)c3ccc(C)c([N+](=O)[O-])c3)c3ccccc3n2)cc1 ?
MC4R antagonist: 1.0; PDI inh: 2.6; Granule exo inh: 3.5; CaV13 ICDI inh: -4.2; ABCB6 inh 2: 98.0; ABHD5 PLIN5 PPI: -2.0; HTR2A ag: 11.8; Cardio protect: -5.7; N-glyco inh: -2.0; MC4R ag barr: -1.4

What do the screens show for `COc1ccc(CC(=O)Nc2ccc(NC(=O)c3ccc(Br)cc3)cc2)cc1OC`?
MC4R antagonist: 6.0; PDI inh: 6.6; Granule exo inh: -9.6; CaV13 ICDI inh: -4.8; ABCB6 inh 2: 98.0; ABHD5 PLIN5 PPI: -4.4; HTR2A ag: 0.0; Cardio protect: -3.6; N-glyco inh: -0.2; MC4R ag barr: -0.9

What do the screens show for `Cc1ccc(NC(=O)N2CCc3ccccc3C2)c(C)c1`?
MC4R antagonist: -7.3; PDI inh: 3.9; Granule exo inh: -6.2; CaV13 ICDI inh: -8.2; ABCB6 inh 2: 96.0; ABHD5 PLIN5 PPI: -6.5; HTR2A ag: -6.5; Cardio protect: 4.7; N-glyco inh: 0.0; MC4R ag barr: 1.4

What do the screens show for `O=C(COC(=O)c1c[nH]c2ccccc12)NCc1ccccc1`?
MC4R antagonist: -5.0; PDI inh: 4.5; Granule exo inh: -3.4; CaV13 ICDI inh: -5.7; ABCB6 inh 2: 101.0; ABHD5 PLIN5 PPI: 2.8; HTR2A ag: 3.2; Cardio protect: 1.0; N-glyco inh: 0.3; MC4R ag barr: 2.5

Results for CC(C)(C)NC(=O)COC(=O)c1cncc(Br)c1 ?
MC4R antagonist: -5.3; PDI inh: 3.7; Granule exo inh: 3.6; CaV13 ICDI inh: -5.2; ABCB6 inh 2: 96.0; ABHD5 PLIN5 PPI: -2.1; HTR2A ag: -0.6; Cardio protect: 4.0; N-glyco inh: 0.9; MC4R ag barr: 0.1

What do the screens show for `NS(=O)(=O)c1ccc(CNC(=O)/C=C/c2cccc(Cl)c2)cc1`?
MC4R antagonist: 4.6; PDI inh: -7.4; Granule exo inh: -0.4; CaV13 ICDI inh: -17.9; ABCB6 inh 2: 101.0; ABHD5 PLIN5 PPI: -1.6; HTR2A ag: 1.7; Cardio protect: 3.1; N-glyco inh: 6.2; MC4R ag barr: -2.6

What do the screens show for `O=c1[nH]c(C2CCN(S(=O)(=O)c3ccc4c(c3)OCCO4)CC2)nc2c1nnn2Cc1cccc(F)c1`?
MC4R antagonist: -1.4; PDI inh: 16.3; Granule exo inh: -6.9; CaV13 ICDI inh: -5.0; ABCB6 inh 2: 95.0; ABHD5 PLIN5 PPI: 3.0; HTR2A ag: -2.2; Cardio protect: -2.9; N-glyco inh: -0.5; MC4R ag barr: -0.8

What do the screens show for `Cc1ccccc1OCc1nc(C#N)c(N2CCCC2)o1`?
MC4R antagonist: 7.7; PDI inh: -5.5; Granule exo inh: -3.9; CaV13 ICDI inh: -9.3; ABCB6 inh 2: 101.0; ABHD5 PLIN5 PPI: 4.8; HTR2A ag: -0.6; Cardio protect: 3.7; N-glyco inh: 1.8; MC4R ag barr: 0.1

How did C=CCC[C@@H](Cc1ccc(F)cc1)C(=O)OC[C@@H](NC(=O)[C@H](CC=C)CC(=O)NCCO)C(C)(C)C do in these assays?
MC4R antagonist: 8.5; PDI inh: 12.1; Granule exo inh: 5.1; CaV13 ICDI inh: -9.9; ABCB6 inh 2: 96.0; ABHD5 PLIN5 PPI: -4.4; HTR2A ag: 0.6; Cardio protect: 8.5; N-glyco inh: 2.8; MC4R ag barr: 0.6

How did O=C(NCCOc1ccccc1Cl)c1ccc2c(c1)S(=O)(=O)c1cc(Cl)ccc1C2=O do in these assays?
MC4R antagonist: 13.8; PDI inh: -4.6; Granule exo inh: -3.6; CaV13 ICDI inh: -4.0; ABCB6 inh 2: 97.0; ABHD5 PLIN5 PPI: 2.7; HTR2A ag: 5.0; Cardio protect: 3.4; N-glyco inh: 1.5; MC4R ag barr: -1.5

What do the screens show for `COCCn1c(=O)[nH]c2cc(C(=O)Nc3cc(OC)c(OC)c(OC)c3)ccc2c1=O`?
MC4R antagonist: -1.4; PDI inh: -0.1; Granule exo inh: -1.4; CaV13 ICDI inh: -6.8; ABCB6 inh 2: 97.0; ABHD5 PLIN5 PPI: 6.8; HTR2A ag: -2.3; Cardio protect: 6.2; N-glyco inh: 5.4; MC4R ag barr: -1.8

Results for CCn1ncc(C2=NOC(C(=O)Nc3c(C)n(C)n(-c4ccccc4)c3=O)C2)c1C (configuration not stated) ?
MC4R antagonist: 2.5; Granule exo inh: 9.3; CaV13 ICDI inh: -1.7; ABCB6 inh 2: 98.0; ABHD5 PLIN5 PPI: 2.6; HTR2A ag: 2.2; Cardio protect: -0.3; N-glyco inh: 2.2; MC4R ag barr: 0.3

What do the screens show for `Cc1cc(C)c2c(=O)n(CC(=O)Nc3cccc(F)c3)sc2n1`?
MC4R antagonist: -2.7; PDI inh: -2.3; Granule exo inh: 33.1; CaV13 ICDI inh: -2.2; ABCB6 inh 2: 87.0; ABHD5 PLIN5 PPI: 44.0*; HTR2A ag: 0.2; Cardio protect: -29.9; N-glyco inh: 0.7; MC4R ag barr: 0.9

What do the screens show for `O=c1[nH]c2cccc(Cl)c2n(CCNc2ncc(C(F)(F)F)cc2Cl)c1=O`?
MC4R antagonist: 4.1; PDI inh: 6.5; Granule exo inh: 1.6; ABCB6 inh 2: 98.0; ABHD5 PLIN5 PPI: -7.9; HTR2A ag: 3.9; Cardio protect: 1.1; N-glyco inh: 5.9; MC4R ag barr: 3.9

Results for COc1ccc(OC)c(NC(=O)C2=C(C)NC(=O)NC2c2cccs2)c1 (configuration not stated) ?
MC4R antagonist: 1.0; PDI inh: -0.8; Granule exo inh: -6.6; CaV13 ICDI inh: -2.4; ABCB6 inh 2: 101.0; ABHD5 PLIN5 PPI: 5.4; HTR2A ag: -0.2; Cardio protect: 0.8; N-glyco inh: 1.2; MC4R ag barr: -0.1

How did O=[N+]([O-])c1cc(-c2n[nH]c(-c3ccccc3)n2)cc([N+](=O)[O-])c1 do in these assays?
MC4R antagonist: -0.7; PDI inh: 3.7; Granule exo inh: 5.2; CaV13 ICDI inh: -7.5; ABCB6 inh 2: 97.0; ABHD5 PLIN5 PPI: 2.5; HTR2A ag: 8.7; Cardio protect: -8.6; N-glyco inh: 5.7; MC4R ag barr: 5.0

What do the screens show for `COc1ccc(Oc2coc3cc(OC(=O)/C=C/c4ccc(F)cc4)ccc3c2=O)cc1`?
MC4R antagonist: -2.4; PDI inh: -8.3; Granule exo inh: -2.6; CaV13 ICDI inh: -1.9; ABCB6 inh 2: 94.0; ABHD5 PLIN5 PPI: -4.3; HTR2A ag: 3.1; Cardio protect: -0.3; N-glyco inh: 0.5; MC4R ag barr: -0.9
